Screening data from PubChem.
LGR2 inh: inhibitors of bursicon-induced Drosophila LGR2 receptor cAMP signaling | AID 720647 | inhibition, % at 9.99 µM | HEK293 LGR2, CRE-luciferase, bursicon-stimulated, 4 h | 380,000 tested, 0.35% active;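 active = drop in luminescence signal, shown as inhibition above about 50% in the replicate tests, limit read from the data, passing the limit was not always enough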;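 note: agonist challenge used bursicon conditioned medium at about half maximal strength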
ERAP1 inh: ERAP1 (human) enzyme inhibition; Q9NZ08; recombinant ERAP1, Leu-AMC fluorescence, 60 min; inhibition, % at 10.7 µM; 340,000 tested, 0.15% active; AID 652197;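 active = mean replicate inhibition of at least 30%, or all replicates individually reaching that 30% level; inactive = mean below 30% and not every replicate reaching it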;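 note: 0% = neutral control wells and 100% = L-leucinethiol positive control wells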
XiGFP reactiv: reactivates the inactive X chromosome in mouse fibroblasts; activation, % at 7.58 µM; XiGFP mouse fibroblasts, % GFP-positive cells imaging, 3 d; cells co-treated with 5-aza-dC sensitizer; scaled so ellipticine positive control = 100%; AID 743238; 360,000 tested, 0.055% active;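 active = mean normalized replicate activation at least 10% and every replicate at or above 10%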;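 note: 0% = median of on-plate neutral control wells and 100% = ellipticine 6 µM median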
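System: SV40-immortalized XiGFP fibroblast cells, line 68-5-11 / Incubation: 3-day compound exposure, then 15 min fixation at room temperature / Compound: single concentration per compound, delivered by pin transfer / Buffer or medium: DMEM plus 5-aza-dC sensitizer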
Cneo AK release: causes C. neoformans cell lysis. adenylate kinase release luminescence, 4 h; normalised: neutral wells 0, clomiphene wells 100. 360,000 tested, 0.2% active. lysis activity, % at 15 µM;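 active = mean lysis activity across replicates of at least 80%, whatever share of replicates individually reach that level; inactive = mean lysis activity below 80%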
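read-out = cell lysis signal | test system = log-phase Cryptococcus neoformans yeast cells | input = cells at 5 × 10^6 per mL | medium = fresh YPD growth medium | signal = luminescent adenylate kinase detection reagent | timing = 4 h at 37 °C static, read 1 h later | dosing = single dose | controls = Clomiphene as positive lysis control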
S100A4 MyoIIA: S100A4-myosin IIA interaction inhibition; AID 652163; P26447; 360,000 tested, 0.14% active; S100A4/TAMRA-MyoIIA peptide fluorescence polarization; inhibition, % at 10.7 µM;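 active = mean inhibition of at least 70% across replicates, with every replicate also reaching that level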
Target sequence (P26447 whole entry, looked up): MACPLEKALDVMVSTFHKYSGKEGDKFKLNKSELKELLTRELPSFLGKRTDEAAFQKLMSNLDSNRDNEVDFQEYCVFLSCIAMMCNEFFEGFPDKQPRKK
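Assay system: human S100A4 monomer with TAMRA-labelled myosin IIA peptide / Buffer or medium: Calcium-containing HEPES buffer, pH 7.2 / Reagent: TAMRA-labelled myosin IIA heavy-chain peptide probe, 5 nM / Compound: one dose per compound / Timing: polarization read 5 min after assay mix addition, stable 5–60 min / Benchmarks: neutral control DMSO, positive control TFP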
PGC1a acetyl inh: lowers PGC1a acetylation signal in U2OS cells. AID 651687. inhibition, % at 15.6 µM. 350,000 tested, 0.17% active. AlphaScreen anti-acetyl-lysine; with virally co-expressed GCN5 acetyltransferase;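 active = every replicate shows inhibition of at least 40%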;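 note: 0% = neutral control wells and 100% = positive control wells; some results beyond the cut were filed as inactive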
Statin myotox sup: suppression of simvastatin myotoxicity; C2C12 myotubes + simvastatin, ATP luminescence, 48 h; scaled: DMSO 0, geranylgeraniol control 100; rescue of ATP level, % at 7.49 µM; 330,000 tested, 0.78% active;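 active = mean ATP rescue above about 67%, or every replicate alone reaching that limit, limit read from the data, passing the limit was not always enough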;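 note: myotubes were challenged with 10 µM simvastatin during compound exposure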
SIRT5 block: inhibitors of human sirtuin-5 desuccinylase. Purified SirT5, succinyl-peptide AMC, trypsin-coupled fluorescence. 330,000 tested, 1.1% active. inhibition, % at 15 µM; in the data active = inhibition above about 15%
Target sequence (Q9NXA8 whole entry, looked up): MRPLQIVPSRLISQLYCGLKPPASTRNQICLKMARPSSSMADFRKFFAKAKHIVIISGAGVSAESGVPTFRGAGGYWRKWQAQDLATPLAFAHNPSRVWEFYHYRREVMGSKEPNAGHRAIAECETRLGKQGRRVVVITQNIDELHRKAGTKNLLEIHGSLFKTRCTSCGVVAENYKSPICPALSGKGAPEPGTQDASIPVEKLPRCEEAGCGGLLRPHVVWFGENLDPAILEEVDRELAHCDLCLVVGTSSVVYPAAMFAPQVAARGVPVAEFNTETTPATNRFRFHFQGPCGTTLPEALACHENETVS
Active calls of the source: *; . = not tested or not shown.

Sample of the layout (6 entries):
SMILES	LGR2 inh	ERAP1 inh	XiGFP reactiv	Cneo AK release	S100A4 MyoIIA	PGC1a acetyl inh	Statin myotox sup	SIRT5 block
CCc1nc2ccc(C(=O)N3CCN(C(C)=O)CC3)cn2c1N(CC)C(=O)NCCc1ccccc1	-5.9	-4.8	0.1	1.0	-6.1	.	-3.9	-1.8
O=C(O)CCCC(=O)N1CCN(c2nc(-c3ccccc3Cl)c3cc(Br)ccc3n2)CC1	6.3	1.8	0.0	-3.3	-5.0	4.6	2.1	-4.8
CCc1ccc(C(=O)CN2C(=O)NC3(CCOc4ccccc43)C2=O)s1 (stereo unspecified)	.	4.9	0.2	-1.1	-0.9	-4.6	6.0	-3.6
O=C(Nc1ccc(N2CCOCC2)c(S(=O)(=O)Nc2cc(Cl)ccc2Cl)c1)c1cccnc1	-0.9	.	2.1	-0.8	-8.3	-0.3	9.2	3.1
COc1cc(CC(=O)NCC2CCCCC2)cc(OC)c1OC	11.8	1.2	0.0	0.0	-3.2	0.0	20.9	1.5
Oc1ccc(C[C@H]2CNCCN2CC2CCCCC2)cc1	4.2	-2.1	0.0	-0.3	-10.4	0.9	2.3	-3.2

The listing (from the top)
SMILES	LGR2 inh	ERAP1 inh	XiGFP reactiv	Cneo AK release	S100A4 MyoIIA	PGC1a acetyl inh	Statin myotox sup	SIRT5 block
CCc1nc2ccc(C(=O)N3CCN(C(C)=O)CC3)cn2c1N(CC)C(=O)NCCc1ccccc1	-5.9	-4.8	0.1	1.0	-6.1	.	-3.9	-1.8
O=C(O)CCCC(=O)N1CCN(c2nc(-c3ccccc3Cl)c3cc(Br)ccc3n2)CC1	6.3	1.8	0.0	-3.3	-5.0	4.6	2.1	-4.8
CCc1ccc(C(=O)CN2C(=O)NC3(CCOc4ccccc43)C2=O)s1 (stereo unspecified)	.	4.9	0.2	-1.1	-0.9	-4.6	6.0	-3.6
O=C(Nc1ccc(N2CCOCC2)c(S(=O)(=O)Nc2cc(Cl)ccc2Cl)c1)c1cccnc1	-0.9	.	2.1	-0.8	-8.3	-0.3	9.2	3.1
COc1cc(CC(=O)NCC2CCCCC2)cc(OC)c1OC	11.8	1.2	0.0	0.0	-3.2	0.0	20.9	1.5
Oc1ccc(C[C@H]2CNCCN2CC2CCCCC2)cc1	4.2	-2.1	0.0	-0.3	-10.4	0.9	2.3	-3.2
COC(=O)c1cc(=O)n2c(sc3ccccc32)c1C#N	-1.7	.	0.0	.	18.9	.	.	-10.6
CN1C(=O)c2cc(NC(=O)c3ccccc3Cl)ccc2OC[C@@H]2O[C@H](CC(=O)O)CC[C@@H]21	4.5	0.0	0.2	-2.2	1.2	1.7	11.2	-0.2
O=C1NC(=S)SC1=Cc1ccc(Cl)cc1	.	-1.1	0.0	-4.2	-2.7	5.3	-11.8	2.1
CSc1nc2c(cnn2-c2ccc(C)c(C)c2)c(=O)[nH]1	4.6	0.2	0.2	1.0	-11.6	5.4	-4.3	-2.3
CCCNC(=O)N(C)C[C@@H]1Oc2ncc(C#CC(C)C)cc2C(=O)N([C@H](C)CO)C[C@@H]1C	20.9	-2.8	-1.0	-3.4	-14.9	-0.8	1.5	-1.4
Cc1ccc(-c2cc(C(=O)OCC(=O)N(C)C3CCS(=O)(=O)C3)c3ccccc3n2)o1 (stereo unspecified)	-9.0	11.7	0.1	.	-1.0	.	.	-27.9
CCN(CC)C(=O)c1cccc(-c2csc(C(O)c3ccc(F)cc3)n2)c1 (stereo unspecified)	10.5	-3.5	0.0	2.4	-5.7	-8.0	1.5	-1.4
O=C(c1cc(COc2ccc(F)cc2Cl)on1)N(CCO)Cc1cccs1	-5.8	2.7	0.0	0.1	-5.6	-2.0	3.1	11.4
Cc1cccc(N(CC(=O)NCCc2ccccc2)C(=O)c2csnn2)c1	11.2	-4.0	-0.1	-0.8	-19.4	16.4	-8.7	-0.7
CN1C(=O)c2cc(NC(=O)NCc3ccccc3)ccc2OC[C@H]2O[C@H](CC(=O)NCC3CCCCC3)CC[C@@H]21	-10.3	.	0.3	2.8	-1.0	-13.9	26.7	-0.4
O=C(NCC1CCCCN1)c1cc(OCC(F)(F)F)ccc1OCC(F)(F)F (stereo unspecified)	8.4	-1.4	0.1	3.2	-1.5	-1.4	-3.1	-1.9
CC(OC(=O)c1cccc(-n2cnnn2)c1)C(=O)NC1(C#N)CCCCC1 (stereo unspecified)	-19.3	0.2	0.0	.	-1.2	3.0	6.2	1.7
CCOC(=O)C[C@H]1c2ccccc2S(=O)(=O)N1c1ccccc1	-7.8	.	-0.1	-1.0	-0.5	3.1	9.7	.
C[C@@H]1CN([C@@H](C)CO)C(=O)c2cc(NC(=O)Cc3ccccc3)ccc2O[C@H]1CN(C)Cc1ccc(C(=O)Nc2ccccc2N)cc1	9.1	0.6	0.0	0.4	2.4	12.1	.	5.0
COc1ccc(-n2nnnc2C2(C)CCC(=O)N2Cc2ccccc2)cc1 (stereo unspecified)	-15.4	1.0	0.1	.	-13.5	.	.	-0.5
Cc1nc2c(OCc3ccc(Cl)cc3Cl)cccn2c1N(C)CC1CC1	19.5	0.8	0.1	4.7	-2.8	-5.6	-177.7	-1.5
O=C(CN1C(=O)NC(Cc2ccccc2)C1=O)Nc1ccccc1OC(F)F (stereo unspecified)	10.0	-1.2	0.0	0.3	1.9	12.0	0.4	-1.7
CC(C)C#Cc1ccc([C@@H]2[C@@H](C#N)N(C(=O)c3ccccn3)[C@@H]2CO)cc1	5.8	0.6	0.4	-0.2	-7.1	3.4	8.5	0.8
O=C(c1ccc2c(c1)OCO2)C1CCCN(Cc2ccc3nsnc3c2)C1 (stereo unspecified)	11.5	0.6	0.2	2.3	7.2	.	17.3	-2.6
O=C(NCCc1ccccn1)c1c(-c2ccccc2)sc2ccccc12	7.6	.	0.5	2.3	-8.1	-2.0	-25.2	.
COc1ccc(CCNS(=O)(=O)c2ccc([N+](=O)[O-])cc2)cc1OC	-5.8	0.0	0.0	1.0	1.7	.	-7.0	0.1
C[C@@H]1CN([C@@H](C)CO)C(=O)c2cc(NS(=O)(=O)c3ccc(F)cc3)ccc2O[C@@H]1CN(C)Cc1ccc2c(c1)OCO2	-9.5	-3.0	-0.1	55.1	0.5	4.4	56.2	1.0
C[C@@H]1CN([C@@H](C)CO)C(=O)Cc2cc(NS(=O)(=O)c3ccc(Cl)cc3)ccc2O[C@H]1CN(C)Cc1ccccc1	-4.3	-0.7	-1.2	-3.2	-13.3	.	64.6	5.6
CC1(C(=O)NS(=O)(=O)c2ccccc2Cl)CCN1C(=O)CC1CCCC1 (stereo unspecified)	10.1	-1.3	-0.1	3.6	-0.5	3.4	-4.9	-5.6
C[C@@H]1CN([C@H](C)CO)C(=O)c2cc(C#Cc3ccccc3F)cnc2O[C@@H]1CN(C)S(=O)(=O)c1ccccc1	9.7	0.8	0.0	-5.9	-10.5	9.9	.	4.6
Cc1cc(C)cc(NC(=O)Nc2cccnc2)c1	-6.9	-1.4	0.1	-0.8	-2.4	.	8.2	-4.6
Cc1nonc1CC(=O)N1CCCC(C(=O)c2ccc(Cl)cc2)C1 (stereo unspecified)	13.6	-0.8	0.0	.	-0.4	-13.8	0.8	3.1
CCOC(=O)CSc1nc(C(C)C)nc2sc(C)c(C)c12	-5.4	1.0	-0.1	.	-1.3	2.8	.	12.1
COc1cccc(-c2cnc3c(c2)C(=O)N([C@@H](C)CO)C[C@H](C)[C@@H](CN(C)C(C)=O)O3)c1	-1.1	-3.2	-0.7	-0.7	-8.0	0.0	6.6	-1.6
COc1ccc(S(=O)(=O)N2CCN(CC(=O)N3CCNC3=O)CC2)cc1OC	-10.8	-3.4	-0.1	-0.6	-0.5	.	-4.2	-0.7
C[C@H](CO)N1C[C@H](C)[C@@H](CN(C)S(=O)(=O)c2ccc(F)cc2)Oc2ccc(NS(=O)(=O)c3ccc(Cl)cc3)cc2C1=O	-0.6	2.7	-0.5	-1.8	1.9	-6.5	-58.3	4.9
COc1ccc(-c2csc(NC(=O)CSc3n[nH]c(C)n3)n2)cc1	-11.8	4.6	0.0	-7.2	-11.3	-1.3	-3.2	3.0
N#CCCn1[nH]c(-c2ccccc2)cc1=O	3.1	.	0.0	2.3	.	6.3	.	.
COc1ccc2c(CC(=O)Nc3nccs3)coc2c1	-34.7	-3.4	0.6	-4.4	-1.9	-6.8	7.2	-4.7
COc1ccc(NC(=O)Nc2cccc3c2O[C@H](CN(C)S(=O)(=O)c2ccc(Cl)cc2)[C@H](C)CN([C@H](C)CO)C3=O)cc1	-7.2	-0.4	-0.1	-6.5	3.8	2.8	15.1	2.7
O=S(=O)(/C=C/c1ccccc1)N1CCN(Cc2ccc3c(c2)OCO3)CC1	-13.8	4.9	-0.1	.	-1.3	9.1	.	0.5
CC=Cc1ccc2n(c1=O)C[C@@H]1[C@@H](CO)[C@H](C(=O)NCc3ccc(F)cc3)N(CC)[C@H]21 (mixture of isomers)	2.1	1.1	0.4	1.4	-6.9	.	22.4	-0.3
Cc1ccc(S(=O)(=O)CCc2nc3ccccc3s2)cc1C	-40.2	1.8	.	-1.4	8.3	.	-1.5	-3.1
COCCSc1nnc(NC(=O)Cc2ccc(OC)c(OC)c2)s1	-1.2	-3.2	0.0	-0.8	1.6	-0.5	-2.9	-2.4
NS(=O)(=O)c1cccc(NC(=O)c2cc3ccccc3o2)c1	-42.0	0.9	0.4	.	0.1	9.9	.	-2.5
CC1CC1C(=O)N(CCC1=CCCCC1)c1c(N)n(Cc2ccccc2)c(=O)[nH]c1=O (stereo unspecified)	1.1	4.0	-0.1	.	-4.5	.	-15.7	-1.9
O=C(C[C@@H]1C[C@@H]2c3cc(NC(=O)NC4CCCC4)ccc3O[C@@H]2[C@@H](CO)O1)NCc1cccnc1	0.1	-2.6	-0.1	.	5.0	13.8	.	6.9
COc1cc(NC(=O)c2ccc3c(c2)OCCO3)ccc1NC(=O)c1cccs1	3.2	-13.9	0.0	.	1.1	-13.2	.	3.7
CC(CCC(C)OC(=O)c1ccccc1C(=O)O)OC(=O)c1ccccc1C(=O)O (stereo unspecified)	0.9	0.8	0.3	-6.0	-4.1	-2.3	10.6	-0.2
Cc1ccc(C)c(S(=O)(=O)N2CCN(C(=O)CCC(=O)NCc3ccc(Cl)cc3)CC2)c1	-22.5	-2.4	0.2	0.5	-17.8	-4.3	-1.0	-1.5
O=C(CNC(=O)c1ccc2c(c1)OCO2)NCc1cccs1	5.3	-5.9	0.0	0.1	0.7	2.5	2.9	-10.9
COc1ccccc1CNC(=O)C(Cc1ccccc1)NC(=O)c1ccccc1 (stereo unspecified)	9.6	-0.8	0.1	0.8	2.1	.	2.7	0.2

Some entries already given with just ERAP1 inh.
SMILES	ERAP1 inh
O=C(C[C@@H]1C[C@@H]2c3cc(NC(=O)NC4CCCC4)ccc3O[C@@H]2[C@@H](CO)O1)NCc1cccnc1	-2.6
CC1CC1C(=O)N(CCC1=CCCCC1)c1c(N)n(Cc2ccccc2)c(=O)[nH]c1=O (stereo unspecified)	4.0

Only part of the results is shown (hit frequency here may not be typical).
